From PubChem BioAssay
INS-1E ATP HTS: protection of INS-1E cells from cytokine death, primary screen, ATP luminescence, single point. protection from cytokine-induced ATP loss, % at 10 µM. INS-1E cytokine-induced death, 48 h; normalised: neutral wells 0, positive control 100. AID 488910, 2010. 20,000 compounds, 0.1% hits;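 active = mean replicate protection from cytokine-induced ATP loss at least 50% and at least 75% of replicates each reaching 50%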
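Assay system: INS-1E rat insulinoma cells. Amount: 8000 cells per well. Medium: phenol-red-free RPMI with 5% fetal bovine serum. Reagent: IL-1β, TNF-α and IFN-γ cytokine mix. Doses: one compound concentration, pin transfer. Schedule: 48 h co-treatment, 10 min post-lysis read. Detection: CellTiter-Glo luminescence measuring cellular ATP.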
T cruzi HTS: inhibitors of intracellular Trypanosoma cruzi, primary screen, cell-based, plate reader, single point, set 2 | intracellular Trypanosoma cruzi in host cells | activity score (inhibition), % at 5.01 µM | 22,000 compounds, 4.9% hits; in the data active = activity score above about 55%;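 note: parasites and compound incubated about four days before reading; 0% = median of neutral control wells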
* = called active by the depositor; / = no result given. This is a subset. The share of hits here may be higher or lower than overall.

SMILES | INS-1E ATP HTS | T cruzi HTS
C[C@@H]1CCCCO[C@@H](CN(C)C(=O)Cc2ccccc2)[C@@H](C)CN([C@H](C)CO)C(=O)c2cc(NC(=O)Nc3ccc(C(F)(F)F)cc3)ccc2O1 | -6 | 24
CNC[C@@H]1Oc2c(NS(C)(=O)=O)cccc2C(=O)N([C@@H](C)CO)C[C@H]1C | 1 | -11
COc1ccc(NC(=O)Nc2ccc3c(c2)C(=O)N([C@H](C)CO)C[C@H](C)[C@@H](CN(C)S(=O)(=O)c2cccs2)O3)cc1 | -2 | -3
C[C@H]1CN([C@@H](C)CO)C(=O)c2cccc(NC(=O)C3CCOCC3)c2O[C@H]1CN(C)CC1CCCCC1 | 8 | -33
O=C(NO)c1cccc(C(=O)N/N=C/c2cccnc2)c1 | 5 | -1
C[C@H]1CN([C@@H](C)CO)C(=O)c2cc(NC(=O)CCC(F)(F)F)ccc2O[C@H]1CN(C)C(=O)NC1CCCCC1 | -2 | 6
O=C(N/N=C/c1ccc(C(F)(F)F)cc1)c1ccccn1 | 1 | -11
C[C@@H]1CN([C@H](C)CO)C(=O)c2cc(NS(=O)(=O)c3cn(C)cn3)ccc2O[C@@H]1CN(C)Cc1ccccc1 | -2 | -7
C[C@H]1CN([C@@H](C)CO)C(=O)c2cccc(NS(C)(=O)=O)c2O[C@H]1CN(C)C(=O)Nc1ccc(C(F)(F)F)cc1 | 6 | 2
Cc1noc(C)c1S(=O)(=O)N(C)C[C@@H]1Oc2ccc(NC(=O)Nc3ccc4c(c3)OCO4)cc2CC(=O)N([C@@H](C)CO)C[C@@H]1C | -1 | -15
Cc1ccc(S(=O)(=O)N(C)C[C@H]2Oc3ccc(NS(=O)(=O)c4cccs4)cc3C(=O)N([C@@H](C)CO)C[C@@H]2C)cc1 | -3 | -3
C[C@H](CO)N1C[C@H](C)[C@H](CN(C)C(=O)Nc2ccccc2)OCc2cn(nn2)CCCC1=O | / | -2
COc1ccc(NC(=O)N(C)C[C@@H]2Oc3ccc(NS(=O)(=O)c4ccc(F)cc4)cc3C(=O)N([C@@H](C)CO)C[C@@H]2C)cc1 | 9 | -18
C[C@@H]1CN([C@H](C)CO)C(=O)Cc2cc(NC(=O)Nc3ccc4c(c3)OCO4)ccc2O[C@H]1CN(C)C(=O)NC1CCCCC1 | 8 | -20
COc1ccc(S(=O)(=O)Nc2ccc3c(c2)C(=O)N([C@H](C)CO)C[C@H](C)[C@@H](CN(C)C(=O)Nc2ccc(F)cc2)O3)cc1 | -5 | -3
Cc1ncc(CO)c(/C=N/NC(=O)c2cccc(C(=O)NO)c2)c1O | -2 | 2
C[C@@H]1CN([C@@H](C)CO)C(=O)c2cccc(N(C)C)c2O[C@@H]1CN(C)S(=O)(=O)c1cccs1 | 7 | 6
C[C@@H]1CN([C@@H](C)CO)C(=O)Cc2cc(NS(=O)(=O)c3ccc(F)cc3)ccc2O[C@@H]1CN(C)S(=O)(=O)c1ccccc1 | -6 | 54
Cc1noc(C)c1NC(=O)Nc1ccc2c(c1)C(=O)N([C@H](C)CO)C[C@H](C)[C@H](CN(C)Cc1ccc(C(=O)Nc3ccccc3N)cc1)O2 | -3 | 33
C[C@@H]1CN([C@@H](C)CO)C(=O)c2cc(NC(=O)Nc3ccc4c(c3)OCO4)ccc2O[C@@H]1CN(C)S(=O)(=O)c1cn(C)cn1 | 7 | -17
CNC[C@H]1Oc2c(NC(=O)c3nc4ccccc4s3)cccc2C(=O)N([C@H](C)CO)C[C@@H]1C | 0 | -3
C[C@H]1CN([C@@H](C)CO)C(=O)Cc2cc(NS(=O)(=O)c3ccccc3)ccc2O[C@@H]1CN(C)C(=O)Nc1ccc(F)cc1 | -2 | -6
C[C@@H]1CN([C@H](C)CO)C(=O)Cc2cc(NC(=O)Nc3ccc(F)cc3)ccc2O[C@@H]1CN(C)C(=O)Nc1ccccc1 | 5 | -13
C[C@H](CO)N1C[C@H](C)[C@H](CN(C)S(=O)(=O)c2cn(C)cn2)Oc2c(NS(=O)(=O)c3ccccc3)cccc2C1=O | 9 | -18
COc1ccc(S(=O)(=O)N(C)C[C@@H]2Oc3ccc(NC(=O)c4ccncc4)cc3CC(=O)N([C@@H](C)CO)C[C@@H]2C)cc1 | -1 | -16
Cc1ccc(S(=O)(=O)N(C)C[C@@H]2OCCCC[C@@H](C)Oc3ccc(NC(=O)Nc4ccc(F)cc4)cc3C(=O)N([C@H](C)CO)C[C@@H]2C)cc1 | -13 | 25
COc1ccc(S(=O)(=O)N(C)C[C@@H]2Oc3c(NS(=O)(=O)c4ccc(F)cc4)cccc3C(=O)N([C@H](C)CO)C[C@H]2C)cc1 | 7 | 11
COc1ccc(CN(C)C[C@@H]2OCCCC[C@@H](C)Oc3ccc(NC(=O)Nc4ccccc4)cc3C(=O)N([C@H](C)CO)C[C@@H]2C)cc1 | 0 | 34
C[C@H]1CN([C@@H](C)CO)C(=O)c2cc(NS(=O)(=O)c3ccc(Cl)cc3)ccc2O[C@H]1CN(C)C(=O)Nc1ccc(F)cc1 | / | -3
CC(C)NC(=O)N(C)C[C@@H]1Oc2ccc(NC(=O)CCC(F)(F)F)cc2C(=O)N([C@H](C)CO)C[C@H]1C | 15 | -6
O=C(CCCCCCC(=O)Nc1ccccc1O)N/N=C/c1ccccc1[N+](=O)[O-] | 2 | -1
COc1ccc(NC(=O)N(C)C[C@@H]2Oc3c(NC(=O)c4ccncc4)cccc3C(=O)N([C@@H](C)CO)C[C@@H]2C)cc1 | 4 | 16
C[C@@H]1CN([C@@H](C)CO)C(=O)c2cc(N(C)C)ccc2O[C@H]1CN(C)C(=O)Nc1ccc(C(F)(F)F)cc1 | 5 | -18
C[C@H](CO)N1C[C@H](C)[C@@H](CN(C)Cc2ccc3c(c2)OCCO3)OCc2cn(nn2)CCCC1=O | 4 | -13
C[C@@H]1CN([C@H](C)CO)C(=O)c2cc(N(C)C)ccc2O[C@@H]1CN(C)Cc1ccc2c(c1)OCO2 | -2 | -6
CNC[C@H]1Oc2c(NC(=O)c3ccncc3)cccc2C(=O)N([C@@H](C)CO)C[C@@H]1C | 3 | -8
COc1ccc(CN(C)C[C@@H]2Oc3c(NC(=O)Nc4ccc(C(F)(F)F)cc4)cccc3C(=O)N([C@H](C)CO)C[C@@H]2C)cc1 | -36 | 81*
C[C@@H]1CN([C@@H](C)CO)C(=O)Cc2cc(NS(=O)(=O)c3ccc(Cl)cc3)ccc2O[C@@H]1CN(C)C(=O)Nc1ccccc1 | 0 | 3
COc1cc(/C=C/C=N/NC(=O)c2ccccc2O)ccc1O | -10 | -11
Cc1noc(C)c1NC(=O)N(C)C[C@H]1OCCCC[C@@H](C)Oc2ccc(NC(=O)Nc3ccc(C(F)(F)F)cc3)cc2C(=O)N([C@H](C)CO)C[C@@H]1C | 4 | -20
O=C(CCCCCC(=O)Nc1ccccc1O)N/N=C\c1ccncc1Br | 2 | 8
COc1ccc(S(=O)(=O)N(C)C[C@@H]2Oc3c(NS(=O)(=O)c4ccc(C)cc4)cccc3C(=O)N([C@H](C)CO)C[C@H]2C)cc1 | 2 | 12
C[C@@H]1CN([C@@H](C)CO)C(=O)Cc2cc(NS(C)(=O)=O)ccc2O[C@@H]1CN(C)S(=O)(=O)c1ccc(F)cc1 | 0 | -23
C[C@H]1CN([C@@H](C)CO)C(=O)c2cc(NC(=O)c3ccncc3)ccc2O[C@H]1CN(C)Cc1ccc(C(=O)Nc2ccccc2N)cc1 | 19 | 38
C[C@H]1CN([C@@H](C)CO)C(=O)CCCn2cc(nn2)CO[C@@H]1CN(C)S(=O)(=O)c1ccccc1F | 0 | -5
C[C@H]1CN([C@@H](C)CO)C(=O)c2cccc(NC(=O)c3cnccn3)c2O[C@H]1CN(C)S(=O)(=O)c1ccccc1 | 3 | -2
C[C@@H]1CN([C@@H](C)CO)C(=O)c2cccc(NC(=O)Nc3ccc(C(F)(F)F)cc3)c2O[C@H]1CN(C)S(=O)(=O)c1ccc(Cl)cc1 | -17 | 80*
COc1ccc(NC(=O)N(C)C[C@H]2Oc3ccc(NC(=O)c4ccncc4)cc3CC(=O)N([C@@H](C)CO)C[C@@H]2C)cc1 | 4 | -7
C[C@@H]1CN([C@H](C)CO)C(=O)c2cc(NC(=O)CCN3CCOCC3)ccc2O[C@H]1CN(C)S(=O)(=O)c1ccc(Cl)cc1 | -1 | -2
CC(C)NC(=O)N(C)C[C@@H]1Oc2ccc(NS(C)(=O)=O)cc2C(=O)N([C@@H](C)CO)C[C@H]1C | -3 | -5

Part of the list above in order of formula weight, low to high.
SMILES | INS-1E ATP HTS | T cruzi HTS
CC(C)NC(=O)N(C)C[C@@H]1Oc2ccc(NS(C)(=O)=O)cc2C(=O)N([C@@H](C)CO)C[C@H]1C | -3 | -5
C[C@@H]1CN([C@@H](C)CO)C(=O)Cc2cc(NS(C)(=O)=O)ccc2O[C@@H]1CN(C)S(=O)(=O)c1ccc(F)cc1 | 0 | -23
COc1ccc(S(=O)(=O)N(C)C[C@@H]2Oc3c(NS(=O)(=O)c4ccc(C)cc4)cccc3C(=O)N([C@H](C)CO)C[C@H]2C)cc1 | 2 | 12

Shown field by field: entries from further up.
> COc1ccc(NC(=O)N(C)C[C@@H]2Oc3c(NC(=O)c4ccncc4)cccc3C(=O)N([C@@H](C)CO)C[C@@H]2C)cc1
  INS-1E ATP HTS: 4
  T cruzi HTS: 16
> CC(C)NC(=O)N(C)C[C@@H]1Oc2ccc(NS(C)(=O)=O)cc2C(=O)N([C@@H](C)CO)C[C@H]1C
  INS-1E ATP HTS: -3
  T cruzi HTS: -5
> CNC[C@H]1Oc2c(NC(=O)c3ccncc3)cccc2C(=O)N([C@@H](C)CO)C[C@@H]1C
  INS-1E ATP HTS: 3
  T cruzi HTS: -8
> C[C@H](CO)N1C[C@H](C)[C@H](CN(C)C(=O)Nc2ccccc2)OCc2cn(nn2)CCCC1=O
  INS-1E ATP HTS: /
  T cruzi HTS: -2

Later entries.
SMILES | INS-1E ATP HTS | T cruzi HTS
C[C@H](CO)N1C[C@H](C)[C@H](CN(C)CC2CC2)Oc2ccc(NS(=O)(=O)c3ccccc3)cc2C1=O | -6 | -16
COc1ccc(NC(=O)N(C)C[C@H]2Oc3ccc(NS(=O)(=O)c4c(C)noc4C)cc3CC(=O)N([C@@H](C)CO)C[C@H]2C)cc1 | 3 | -9
Cc1ccc(O)c(/C=N/NC(=O)c2cccc(C(=O)NO)c2)c1 | -2 | -45
COc1ccc(S(=O)(=O)N(C)C[C@@H]2Oc3ccc(NC(=O)NC4CCCCC4)cc3CC(=O)N([C@@H](C)CO)C[C@@H]2C)cc1 | 3 | -20
C[C@@H]1CN([C@H](C)CO)C(=O)Cc2cc(NC(=O)Nc3ccc(F)cc3)ccc2O[C@@H]1CN(C)S(=O)(=O)c1ccccc1 | 4 | -12
C[C@H]1CN([C@@H](C)CO)C(=O)c2cc(NC(=O)C3CCCCC3)ccc2O[C@@H]1CN(C)Cc1ccncc1 | 4 | -1
C[C@@H]1CN([C@H](C)CO)C(=O)CCCn2nncc2CO[C@H]1CN(C)C(=O)Nc1cccc2ccccc12 | / | -3
Cc1noc(C)c1S(=O)(=O)Nc1ccc2c(c1)CC(=O)N([C@H](C)CO)C[C@H](C)[C@H](CN(C)C(=O)Nc1ccccc1)O2 | 5 | -17
Cc1ccc(S(=O)(=O)Nc2cccc3c2O[C@H](CN(C)C(=O)NC2CCCCC2)[C@H](C)CN([C@H](C)CO)C3=O)cc1 | 9 | -2
C[C@@H]1CN([C@H](C)CO)C(=O)c2cc(NC(=O)c3ccncc3)ccc2O[C@@H]1CN(C)S(C)(=O)=O | 3 | -15
C[C@H](CO)N1C[C@H](C)[C@@H](CN(C)Cc2ccncc2)Oc2c(NC(=O)C3CCOCC3)cccc2C1=O | 10 | 26
C[C@@H]1CN([C@H](C)CO)C(=O)CCCn2nncc2CO[C@@H]1CN(C)S(=O)(=O)c1ccccc1 | / | -25
C[C@@H]1CN([C@@H](C)CO)C(=O)CCCn2nncc2CO[C@@H]1CN(C)S(=O)(=O)c1ccc(Oc2ccccc2)cc1 | / | 14
CCCN(C)C[C@H]1OCc2cnnn2CCCC(=O)N([C@H](C)CO)C[C@H]1C | / | 0
CCCC(O)C#Cc1cnc2c(c1)C(=O)N([C@H](C)CO)C[C@H](C)[C@H](CN(C)S(=O)(=O)c1ccc(OC)cc1)O2 (some centres undefined) | / | 19
O=C(NO)c1ccc(C(=O)N/N=C/c2ccc([N+](=O)[O-])c(O)c2)cc1 | -1 | 2
C[C@H]1CN([C@@H](C)CO)C(=O)c2cc(NS(C)(=O)=O)ccc2O[C@H]1CN(C)Cc1ccncc1 | 3 | -9
C[C@@H]1CCCCO[C@@H](CN(C)C(=O)CCCN(C)C)[C@@H](C)CN([C@H](C)CO)C(=O)c2cc(NS(=O)(=O)c3ccc(F)cc3)ccc2O1 | 7 | -18
COc1ccc(NC(=O)N(C)C[C@H]2Oc3ccc(NC(=O)NC(C)C)cc3CC(=O)N([C@@H](C)CO)C[C@H]2C)cc1 | 1 | -7
COc1ccc(S(=O)(=O)N(C)C[C@@H]2OCc3cn(nn3)CCCC(=O)N([C@H](C)CO)C[C@@H]2C)cc1 | / | 0
CNC[C@@H]1Oc2c(NC(=O)Nc3c(C)noc3C)cccc2C(=O)N([C@@H](C)CO)C[C@@H]1C | 9 | -16
